E-sel inducer – induces E-selectin expression in human endothelial cells. AID 686992. activation, % at 7.58 µM. HUVEC E-selectin immunofluorescence imaging; normalized: neutral wells 0, TNF-alpha wells 100. P16581. actives 0.37% (n = 260,000);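 active means mean E-selectin-positive cell signal at least 10% of the positive control, reached in at least 60% of replicates, without over 20% cell loss; inconclusive means no rule given, readout overlaps actives, possibly toxicity-flagged; inactive means the rest, including those meeting only one limit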;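 further: in these data hits start at about 27%; measured in HUVEC primary endothelial cells; signal is the percent of cells scored E-selectin positive by PE staining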
Target sequence (P16581 whole entry, looked up): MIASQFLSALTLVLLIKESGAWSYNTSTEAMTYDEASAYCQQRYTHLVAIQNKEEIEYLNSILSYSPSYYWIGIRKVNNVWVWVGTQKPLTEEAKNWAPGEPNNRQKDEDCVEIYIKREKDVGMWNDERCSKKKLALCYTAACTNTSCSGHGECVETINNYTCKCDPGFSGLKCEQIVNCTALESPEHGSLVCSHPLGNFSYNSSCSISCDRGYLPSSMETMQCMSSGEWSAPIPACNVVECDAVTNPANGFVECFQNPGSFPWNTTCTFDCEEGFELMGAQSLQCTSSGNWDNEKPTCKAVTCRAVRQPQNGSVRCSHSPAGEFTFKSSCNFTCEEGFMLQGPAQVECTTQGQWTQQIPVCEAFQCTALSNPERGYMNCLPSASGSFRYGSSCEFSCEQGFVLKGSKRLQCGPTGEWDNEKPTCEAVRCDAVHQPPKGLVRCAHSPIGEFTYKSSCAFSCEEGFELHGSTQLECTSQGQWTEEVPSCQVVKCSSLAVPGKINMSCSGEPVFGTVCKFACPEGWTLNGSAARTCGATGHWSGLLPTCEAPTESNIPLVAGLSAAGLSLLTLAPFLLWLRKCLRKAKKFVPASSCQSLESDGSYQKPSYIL
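material = human umbilical vein endothelial cells (HUVEC), E-selectin induction | quantity = 3,000 cells/well | medium = EGM-2 growth medium on 0.1% gelatin-coated wells | technique = immunofluorescence imaging | read-out basis = % PE-positive cells | control set = TNF-alpha positive control, DMSO neutral control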
DENV2 CPE – DENV2-induced cell death inhibition | DENV2-infected cells, cytopathic effect rescue, plate reader | CPE inhibition, % at 9.99 µM | actives 1.7% (n = 350,000); in the data active means CPE inhibition above about 20%, passing the limit was not always enough; inconclusive means no clear call, values can overlap the other calls; tested in BHK-21 cells;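 further: 0% = median of neutral control wells and 100% = median of positive control wells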
CASP6 VEID inh – inhibitors of human caspase-6; P55212; purified caspase-6, Z-VEID-R110 cleavage fluorescence; actives 0.53% (n = 350,000); inhibition, % at 12.5 µM; AID 686996;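 active means mean inhibition across replicates at least about 35%, with every replicate also reaching that limit, limit read from the data; inconclusive means only one of the two criteria met; inactive means neither criterion met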;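 further: 0% = median of neutral control wells and 100% = no fluorescence left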
RAD54 inh – blocks human RAD54 Holliday junction branch migration; FAM/BHQ fluorescence; inhibition, % at 10.4 µM; actives 0.14% (n = 360,000); AID 602329;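 active means mean normalized replicate activity at least 40 and at least half of replicates scoring 40 or more; inconclusive means only one of the two criteria met; inactive means mean below 40 and under half of replicates reaching 40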;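 further: 0% = median of neutral control wells and 100% = median of positive control wells; inhibitors cause a drop in the FAM fluorescence signal; in these data hits start at about 50%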
INS-1E GSIS act – GLuc luminescence reporter in INS-1E cells, primary screen for activators of glucose-dependent secretion of insulin; INS-1E GLuc reporter insulin secretion, 2-3 h; activation, % at 16.6 µM; actives 0.61% (n = 370,000); AID 743287;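 active means lowest replicate activation of at least 40%, so every replicate reaches that level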;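 further: 0% = median of neutral control wells and 100% = median of IBMX positive control wells; some compounds called inactive have numbers as strong as hits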
RAD52 inh – RAD52 (human) annealing inhibition; actives 0.46% (n = 360,000); recombinant RAD52 DNA annealing, FRET fluorescence; P43351; AID 651710; inhibition, % at 18.7 µM;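 active means every replicate showing at least 50% inhibition; inconclusive means mean inhibition at least 50% but not in every replicate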
Target sequence (P43351 whole entry, looked up): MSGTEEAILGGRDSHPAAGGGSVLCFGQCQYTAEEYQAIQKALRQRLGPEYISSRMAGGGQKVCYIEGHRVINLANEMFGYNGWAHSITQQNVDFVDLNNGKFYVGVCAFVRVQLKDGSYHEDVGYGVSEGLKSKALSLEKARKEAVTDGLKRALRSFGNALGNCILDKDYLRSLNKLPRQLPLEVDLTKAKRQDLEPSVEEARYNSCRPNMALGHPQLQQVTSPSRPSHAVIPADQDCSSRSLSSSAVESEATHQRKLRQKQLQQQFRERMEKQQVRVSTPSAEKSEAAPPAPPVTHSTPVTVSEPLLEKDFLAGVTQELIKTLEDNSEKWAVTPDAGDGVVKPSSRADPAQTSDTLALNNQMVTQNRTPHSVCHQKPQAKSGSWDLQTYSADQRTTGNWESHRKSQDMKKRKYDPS
F508del corr – correctors of CFTR F508del function in bronchial epithelial cells. CFBE cells, YFP halide quenching; stimulated with forskolin plus potentiator P3; % fluorescence drop versus neutral controls. activity (quench increase), % at 7.58 µM. actives 0.36% (n = 350,000). AID 720511;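 active means mean added fluorescence quench of at least 8% versus neutral control, with both replicates also reaching 8%; inconclusive means only one of the mean or replicate conditions met; inactive means mean below 8% and not both replicates reaching 8%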;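 further: cells transiently co-express mutant CFTR-F508del with the halide-sensitive YFP; corrector assay measuring rescue of mutant channel to the surface after 24 h compound exposure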
Xi reactivation – activators of X-chromosome reactivation in mouse fibroblasts | XiGFP mouse fibroblasts, % GFP-positive cells imaging, 3 d; cells co-treated with 5-aza-dC sensitizer; scaled so ellipticine positive control = 100% | activation, % at 7.58 µM | actives 0.055% (n = 360,000) | AID 743238;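 active means mean normalized replicate activation at least 10% and every replicate at or above 10%; inconclusive means only one of the two criteria met; inactive means mean below 10% and not all replicates reach 10%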;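 further: 0% = median of on-plate neutral control wells and 100% = ellipticine 6 µM median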
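System: XiGFP fibroblasts, SV40-immortalized. Medium: DMEM plus 5-aza-dC sensitizer. Doses: single point. Timing: 3 d treatment, 15 min room-temperature fixation. Control set: ellipticine 6 µM.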
Numbers without * were called inactive; ? = inconclusive; . = no result given; & = joins results of further samples.

SMILES	E-sel inducer	DENV2 CPE	CASP6 VEID inh	RAD54 inh	INS-1E GSIS act	RAD52 inh	F508del corr	Xi reactivation
O=C(CN1C(=O)S/C(=C\c2ccc(F)cc2)C1=O)Nc1cccc(S(=O)(=O)NCc2ccco2)c1	-0.1	7.0	2.6	.	1.4	-53.2	-1.7	0.6
CCc1oc(C(=O)OC)cc1CSC(=N)N	-0.1	4.6	4.0	-10.6	0.8	-6.6	2.2	0.1
C[C@@H]1CN([C@@H](C)CO)C(=O)c2cc(NC(=O)Cn3cnnn3)ccc2O[C@@H]1CN(C)S(=O)(=O)c1cccs1	-0.1	-4.9	-0.2	-1.6	4.5	-19.2	0.0	-0.2
CCCCCCCCN1C(=O)[C@@H](CC(=O)NCCC(C)C)C[C@@]2(C(=O)OC)C1=C[C@H](C(C)(C)C)O[C@@H]2C	-0.1	0.7	-0.9	.	-23.3	-19.0	0.8	0.1
C[C@H](CO)N1C[C@H](C)[C@H](CN(C)C(=O)c2ccccc2)OCc2ccccc2-c2c(n(C)c3ccccc23)C1=O	?	-3.2	5.4	-1.9	-21.8&-9.9	-5.1	1.9	-0.1&0.2
COc1ccccc1CN1C[C@@H](C)[C@H](OC)CN(C)C(=O)c2cc(NC(=O)Nc3ccccc3OC)ccc2OC[C@H]1C	-0.1	-0.7	1.7	5.9	-15.5	51.6*	-3.2	0.2
CC(NC(=O)c1cc([N+](=O)[O-])cc([N+](=O)[O-])c1)c1ccc(-n2ccnc2)cc1 (centres undefined)	.	2.6	0.7	-0.1	9.6	-10.8	0.8	0.1
CCCNC(=O)Nc1ccc2c(c1)C(=O)N(C)C[C@@H](OC)[C@H](C)CN(Cc1cncnc1)[C@@H](C)CO2	-0.3	.	0.0	-3.4	7.7	-3.0	-0.3	0.1
CCC(c1nnnn1-c1ccc2c(c1)OCCO2)N1CCN(c2ccc(OC)cc2)CC1 (centres undefined)	-0.8	8.3	4.8	.	0.2	-4.5	3.2	-0.1
COc1ccc(C(=O)c2sc(Nc3ccccc3)nc2C)cc1	0.1	-0.8	0.2	2.3	0.6	-8.9	1.6	0.0
CCCNC(=O)[C@@H]1[C@@H](CO)[C@@H]2Cn3c(ccc(-c4cccc(OC)c4)c3=O)[C@H]1N2CC	0.1	0.0	-0.1	.	11.5	-9.7	-3.5	0.6
O=C(CSc1nc(-c2cccs2)cc(C(F)(F)F)n1)NCCCN1CCOCC1	0.0	3.6	-3.4	.	-2.9	-15.2	2.8	0.0
Cc1ccc(Oc2nc3c(c(=O)n(Cc4ccccc4F)c(=O)n3C)n2C)cc1	.	.	-3.4	-5.2	-16.7	-0.2	.	.
COCCN1C(=O)CCC1(C)c1nnnn1-c1c(C)cccc1C (centres undefined)	0.3	-10.5	10.9	.	6.6	0.2	-1.6	0.0
Cc1ccc(C)c(NC(=O)CN(C)C(=O)c2cc3ccccc3oc2=O)c1	0.4	5.1	-0.2	-7.2	-5.8	-4.9	2.1	0.1
CC(=O)Nc1cccc(C(=O)N2CCC(n3nccc3NC(=O)CC(C)C)CC2)c1	-0.1	?	-0.5	-1.5	-9.0	-9.5	0.2	0.0
O=C(C[C@@H]1CC[C@@H]2[C@H](COC[C@@H](O)CN2Cc2ccc3c(c2)OCO3)O1)N1CCOCC1	-0.2	-10.7	1.5	2.8	2.4	5.3	-1.4	0.0
CO[C@@H]1CN(C)C(=O)c2cc(NC(=O)C3CCOCC3)ccc2OC[C@H](C)N(C)C[C@H]1C	0.0	3.9	3.1	5.2	8.9	8.4	.	0.1
CCOc1ccccc1C(=O)NCC(=O)NCCSc1ccc(Br)cc1	0.3	-3.5	-5.7	3.1	-2.8	-7.2	1.1	0.1
Cc1nc2ccccn2c1CN(C)C(=O)C1CCC(=O)N(Cc2cccc(F)c2)C1 (centres undefined)	0.5	9.5	-1.1	0.6	16.8	-11.8	1.4	0.0
C[C@H]1CN([C@@H](C)CO)S(=O)(=O)c2ccc(C#CC(C)(C)O)cc2O[C@H]1CN(C)C	-0.7	-2.0	2.7	8.1	14.9	1.9	-1.4	-0.1
Cn1c(Cc2ccc(Cl)cc2)nnc1SCC(=O)NC1CC1	-0.7	?	-3.7	-7.9	3.7	-12.8	0.9	-0.1
COc1ccc(-c2cc(C(=O)N3CCC3)c3ccccc3n2)cc1OC	.	19.9	-46.8	3.6	13.3	17.5	4.6	0.3
O=C(O)c1[nH]c2ccc(Cl)cc2c1CCN1C(=O)c2ccccc2C1=O	0.2	4.1	4.2	.	-9.7	-0.3	1.2	-0.2
O=C(Nc1nc2ccsc2c(=O)s1)c1ccco1	.	-2.4	36.5*	-0.6	.	-7.3	0.2	0.0
Cc1c(C(=O)N(Cc2ccccc2Cl)C2CCS(=O)(=O)C2)oc2ccccc12 (centres undefined)	0.4	9.5	-0.3	5.2	-23.8	-12.0	1.0	0.1
COc1ccccc1CNC(=O)C[C@H]1CC[C@@H](NC(=O)CN(C)C)[C@H](CO)O1	0.1	18.1	0.0	-1.8	-4.5	-3.4	-0.5	-0.2
C[C@H](CO)N1C[C@H](C)[C@H](CN(C)Cc2ccccn2)Oc2ncc(-c3ccc(C#N)cc3)cc2C1=O	0.2	2.3	-0.5	8.5	5.3	3.0	3.7	-0.2
CN(C)c1ccc(P(=O)(OC2CCCCC2)C(Nc2ccccc2)c2cccnc2)cc1 (centres undefined)	.	-5.7	-5.9	-8.8	.	-7.3	-0.1	0.1
CC1(C)SC2c3ccccc3C(=O)N2[C@@H]1C(=O)NC1CCCC1 (some centres undefined)	.	-3.8	-0.1	-6.7	-5.0	-6.0	2.9	0.0
Cc1nnsc1C(=O)NC(=O)Nc1ccc(F)c(Cl)c1	.	8.7	17.2	0.1	.	1.9	-1.2	0.0
C=CC1=C(C(=O)O)N2C(=O)[C@@H](NC(=O)/C(=N/OCC(=O)O)c3csc(N)n3)[C@H]2SC1	-0.8	-0.1	88.2*	3.0	.	44.2	-3.3	0.1
CCCCCCCCCCCCN1[C@@H](CC(C)=O)c2cc(C(F)(F)F)ccc2S1(=O)=O	0.1	.	.	-14.4	-24.9	.	2.0	0.0
C[C@H]1CN([C@@H](C)CO)C(=O)c2cc(C#CC3CC3)cnc2O[C@@H]1CN(C)C(=O)Nc1ccc(F)cc1	0.0	7.1	-2.8	6.1	-4.1	3.7	0.4	-1.0
O=C(OCC(=O)N1CCCc2ccccc21)c1ccccc1NCCO	1.2	0.6	-4.3	1.5	19.2	-7.5	0.2	-0.1
CC(=O)NC(C)(c1ccccc1)c1nc(-c2csc3ccccc23)cs1 (centres undefined)	-0.1	3.3	2.3	-0.2	-20.5	-15.9	1.1	0.2
O=C(Nc1ccccc1F)C1COc2ccccc2O1 (centres undefined)	.	5.0	2.6	-1.3	4.6	-16.8	-0.8	0.1
CN(C(=O)COC(=O)CCC(=O)c1ccc(F)cc1)C1CCCCC1	.	-14.3	-2.6	.	-24.1	2.1	0.7	0.0
C[C@@H]1CN([C@@H](C)CO)S(=O)(=O)c2ccc(-c3ccccc3)cc2O[C@@H]1CN(C)C(=O)C1CCCCC1	1.1	-4.4	0.4	2.3	-18.7	1.9	-1.5	0.7
CCCCn1nnnc1NCc1cc(Cl)c(OC)c(OC)c1	.	-5.5	3.3	.	-6.6	-12.7	2.5	0.3
CC1(C(=O)Nc2ccc3ccccc3c2)CCC(=O)N1CC(F)(F)F (centres undefined)	0.1	?	-3.7	-10.8	-5.7	-9.3	0.6	-0.1
COc1ccccc1NC(=O)N(C)C[C@H]1OCc2cnnn2CCCC(=O)N([C@@H](C)CO)C[C@@H]1C	-0.1	-3.2	-0.5	-5.9	1.5	6.7	1.4	-0.5
CC(NC(=O)OCc1ccccc1)c1ccccc1 (centres undefined)	0.3	-2.6	-0.2	.	1.4	-1.4	-2.3	0.0
CCOC(=O)C1=C(C)Nc2nc(C)nn2C1c1cc(OC)ccc1OC (centres undefined)	0.0	-1.6	1.0	0.4	6.0	-0.9	-3.0	0.3
COc1cc(C)ccc1OCC(=O)Nc1ccc2c(c1)OCO2	0.3	-1.3	-0.9	1.3	16.7	-11.1	1.9	0.2
NC(=O)c1ccc(NC(=O)CN2C(=O)NC3(CCCCCCC3)C2=O)cc1	0.0	6.8	0.7	0.9	-3.3	-3.9	3.5	0.5
Cc1ccc(S(=O)(=O)Nc2nc(CN3CCOCC3)nc3sc(C)c(C)c23)cc1	-0.1	-4.0	6.9	4.6	5.2	-17.2	0.8	0.0
C[C@H](CO)N1C[C@H](C)[C@@H](CN(C)C(=O)Nc2cccc3ccccc23)Oc2c(NC(=O)C3CCOCC3)cccc2C1=O	0.0	-1.3	51.8*	8.6	-6.0	-5.4	-0.1	0.3
O=C(COC(=O)CCOc1ccccc1)NCCC1=CCCCC1	.	8.9	-7.2	.	-9.8	-16.0	-1.0	0.2
CCCNC(=O)N1CC2(CN(S(=O)(=O)c3ccccc3)C2)c2c(n(C)c3cc(OC)ccc23)[C@H]1CO	-0.5	-3.7	0.1	.	0.2	10.1	5.2	0.4
CC(C)NC(=O)Nc1cccc2c1O[C@@H](CN(C)C(=O)Nc1ccc3c(c1)OCO3)[C@@H](C)CN([C@@H](C)CO)C2=O	0.5	3.5	1.9	-2.9	-0.5	14.2	-0.3	0.1
CC1CCN(c2c(NCC3CCC(C(=O)NCc4ccc(F)cc4)CC3)c(=O)c2=O)CC1 (centres undefined)	23.0	2.2	-1.5	9.9	-3.8	0.9	-4.2	0.1
COc1ccc(Cl)cc1NC(=O)CN(C)C(=O)c1ccc2n[nH]nc2c1	-0.1	12.0	4.8	-7.5	.	-1.4	0.2	-0.1
C[C@H]1CN([C@@H](C)CO)C(=O)Cc2cc(NC(=O)C3CC3)ccc2O[C@H]1CN(C)Cc1ccc(Cl)c(Cl)c1	0.1	0.8	-1.7	-13.7	-3.0	-27.2	-1.1	-0.1
COCCn1c(=O)c2c(nc3n2CC(C)CN3Cc2ccccc2)n(C)c1=O (centres undefined)	9.5	-4.1	-0.6	10.9	16.8	-13.9	-1.0	0.2
Cc1ccccc1-c1ccc(C2[C@H]3CNC[C@@H]2N3S(=O)(=O)c2ccc(F)cc2)cc1 (some centres undefined)	0.3&0.6	5.8&-2.6	0.0&0.3	.	11.4&-8.6	4.2&25.3	-0.2&2.5	0.0&0.1
Cn1c(=O)c2c(nc(Oc3ccccc3N)n2C)n(C)c1=O	.	0.8	4.2	6.9	-1.7	-3.8	-1.2	0.0
C#CCOCCOCCOCCNc1nc(N2CCN(C(=O)CCCCCCCCCCNC(=O)Cn3cc(C[C@@H](C)O)nn3)CC2)nc(N2CCN(C(=O)CCCCCCCCCCNC(=O)[C@@H](CCC(=O)O)n3cc(CCCCCN)nn3)CC2)n1	0.0	-8.9	-9.4	-23.9	.	-10.3	-0.4	0.4
